Screens: PubChem BioAssay, MTDP
RNase H inhibition = RNase H inhibition, HIV 1 Gag Pol polyprotein, FRET biochemical assay, screening (AID 372); HIV-1 RT RNase H, FRET RNA/DNA substrate fluorescence; higher % means a stronger effect; inhibition, % at 10 µM, or IC50 in µM where a hit was titrated; actives 0.77% (n = 100,000); in the data active = inhibition above about 50%
Starred values were filed as active, the others as inactive. The list is partial (hit frequency here may not be typical).

SMILES,RNase H inhibition
Cc1ccc(C(=O)O/C(=C/c2nc3ccccc3n2C)c2ccc(C)cc2)cc1,2.0%
CC(C)CN1C(=O)c2ccc(C(=O)NN3C(=O)c4ccccc4C3=O)cc2C1=O,5.0%
O=C(CSc1nc2ccc(N3C(=O)c4ccccc4C3=O)cc2s1)NCCOc1ccc(Cl)cc1,22.0%
O=C(c1ccncc1)N1CCN(C(c2ccccc2)c2ccccc2)CC1,8.0%
O=S(=O)(Nc1ccc(-c2nc3ccccc3o2)cc1)c1ccccc1,13.0%
CCOC(=O)c1c(C)nc2n(CCN3CCOCC3)c3ccccc3n12,2.0%
O=C(Nc1ccc(Cl)cc1Cl)c1nn2c(c1Cl)NC(c1ccc(Cl)cc1)CC2C(F)(F)F (stereo not drawn),3.0%
CC(=O)NN=C1CC(C)(C)NC(C)(C)C1,4.0%
CC(C)(C)c1ccc(C(=O)Nc2ccc(-n3cnnn3)cc2)cc1,2.0%
OC(CN1CCNCC1)Cn1c2ccccc2c2ccccc21 (stereo not drawn),0.0%
COc1ccc(C(=O)CSc2nnc(SCC(=O)c3ccc(OC)cc3)n2-c2ccccc2)cc1,0.0%
COc1cc(C(=O)NC(NC(=S)Nc2ccc(Cl)cc2)C(Cl)(Cl)Cl)cc(OC)c1OC (stereo not drawn),22.0%
N#Cc1c(N)nc2c(c1-c1ccco1)CCCCC2,0.0%
NC(CC(O)c1ccc([N+](=O)[O-])cc1)C(Cl)(Cl)Cl (stereo not drawn),13.0%
O=C(Cc1ccccc1)Nc1ccc2oc(-c3ccc(Cl)cc3)nc2c1,11.0%
COc1ccc2oc(=O)c(-c3csc(NC4CCCCC4)n3)cc2c1,24.0%
CCCOc1ccc(-c2ccc(-c3noc(CC)n3)cc2)cc1,0.0%
O=C(c1ccc(F)c(F)c1)N1CCN(c2cc(N3CCOCC3)c(F)cc2[N+](=O)[O-])CC1,16.0%
Oc1cc(N=C/C=C/c2ccc(Cl)cc2)ccc1-c1nc2ccccc2o1,23.0%
C=CCn1c(=O)c(C(=O)NCc2ccccn2)c(O)c2ccccc21,13.0%

Carrying on:
SMILES,RNase H inhibition
CC(=O)N1c2ccccc2C(c2ccc(Cl)cc2)(c2ccc(Cl)cc2)c2ccccc21,4.0%
COc1ccc(CCNC(=O)C2CCCC2)cc1OC,0.0%
CC(=O)c1ccc(NC(=S)NC(=O)c2cccs2)cc1,21.0%
C=CCOC(=O)C1=C(C)NC2=C(C(=O)CCC2)C1c1cccc(Cl)c1Cl (stereo not drawn),2.0%
O=C(/C=C/c1cccc([N+](=O)[O-])c1)Nc1ccc(Br)cc1,9.0%
COc1ccccc1NC(=O)/C(=C\c1cccs1)NC(=O)c1ccc(C(C)(C)C)cc1,27.0%
CCOC(=O)c1c(-c2ccc(Cl)cc2)csc1NC(=O)COc1ccccc1OC,0.0%
Cc1cc(=O)n2[nH]c(C)c(-c3cccc4ccccc34)c2n1,8.0%
Fc1c(F)c(C(F)(F)F)c(F)c(F)c1N/N=C/c1cn(Cc2ccccc2)c2ccccc12,12.0%
COc1ccc(Br)cc1C(=O)N1CCN(c2ccc([N+](=O)[O-])cc2Cl)CC1,12.0%
COc1ccc(O)c(CN2CCN(Cc3ccc(SC)cc3)CC2)c1,1.0%
CCOC(=O)C1=C(C)N=c2s/c(=C\c3ccc(OCc4ccc([N+](=O)[O-])cc4)cc3)c(=O)n2C1c1ccc(C)cc1 (stereo not drawn),12.0%
COc1ccccc1OCC(=O)Nc1ccc(-c2nc3cc4ccccc4cc3[nH]2)cc1,0.0%
O=C1C(=O)N(CCc2ccccc2)C2C=CC=CC12 (stereo not drawn),0.0%
Cc1c(C(=O)Nc2ccc(NC(=O)c3ccc(C(C)(C)C)cc3)cc2)cccc1[N+](=O)[O-],14.0%
CCNC(=O)c1c(O)c2ccccc2n(CC)c1=O,0.0%
Cc1cccc(Cn2cc(C=C3C(=O)N(C)C(=O)N(C)C3=O)c3ccccc32)c1,24.0%
O=C1/C(=C\c2ccc(N3CCOCC3)c([N+](=O)[O-])c2)Sc2ccccc21,0.0%
COc1ccc(-c2noc(COc3cccc(C)c3)n2)cc1OC,7.0%
O=C(/C=C/c1ccc([N+](=O)[O-])cc1)NCCSCc1ccccc1Cl,9.0%

Next part:
SMILES,RNase H inhibition
O=C(CSc1nnc(-c2cccs2)n1-c1ccccc1)c1ccc(Cl)cc1,10.0%
CCCCSc1nc2c(c(=O)n1CCc1ccccc1)C1(CCCCC1)Cc1ccccc1-2,0.0%
COc1cc(/C=N/N2C(=O)C3C4C=CC(CC4)C3C2=O)cc(I)c1O (stereo not drawn),0.0%
CCOC(=O)N1CCN(C(=O)/C(=C/c2cccc3ccccc23)NC(=O)c2ccc(OC)cc2)CC1,17.0%
CC(C)c1ccc(NC(=O)C(=O)N/N=C\c2ccc(-c3cccc([N+](=O)[O-])c3)o2)cc1,40.0%
N#Cc1c(C(F)(F)F)cc(-c2cccs2)nc1SCC(=O)Nc1ccc(S(N)(=O)=O)cc1,12.0%
CCOc1ccc2c(CC)cc(=O)oc2c1,0.0%
Cc1ccc(/C=C/C(=O)O)cc1S(=O)(=O)NCCCC(=O)O,0.0%
CC1CC(C)(C)N(C=O)c2ccccc21 (stereo not drawn),0.0%
CCOC(=O)CC1(c2ccccc2)SC(NC(C)=O)=NN1C(C)=O (stereo not drawn),0.0%
CCOc1ccc(C(=O)Nc2cccc(OC)c2)cc1Cl,6.0%
CC(=O)Nc1ccc(NC(=O)Nc2ccccc2)cc1,0.0%
O=[N+]([O-])c1ccc(-c2ccc(/C=N/Nc3nc(N4CCCCC4)nc(N4CCCCC4)n3)o2)cc1,11.0%
O=C(Nc1ccccc1)ON=C1c2ccccc2-c2ccccc21,42.0%
COC(=O)CN1C(=O)c2cccc3cccc(c23)C1=O,7.0%
COc1ccc(Cl)cc1N(CC(=O)NCCSc1ccc(C)cc1)S(C)(=O)=O,17.0%
C/C(=N\NC(=O)c1ccc(Cl)cc1O)c1ccc(Cl)cc1,5.0%
CC(C)CC(=O)N1CCN(Cc2ccc(C(F)(F)F)cc2)CC1,14.0%
N#CSC(CS(=O)(=O)c1ccccc1[N+](=O)[O-])c1ccccc1 (stereo not drawn),8.0%
CCOC(=O)c1conc1-c1ccc(Br)cc1,0.0%

More compounds
SMILES,RNase H inhibition
COc1cccc(C(=O)Nc2sc(C)c(C)c2C(N)=O)c1,7.0%
CCC1=NN(C(=O)c2cccc(C)c2O)C(O)(c2ccc(Br)cc2)C1 (stereo not drawn),27.0%
COc1cc(OC)c(OC)cc1CN1CCN(C(=O)CC(C)C)CC1,0.0%
O=C(NCCc1ccccc1)c1ccc(CN2CCC(Cc3ccccc3)CC2)cc1,21.0%
N#C/C(=C\c1ccc(O)cc1)c1nc2ccccc2[nH]1,13.0%
COc1ccc(OCC(=O)Nc2ccc(-c3nc4ccc(C)cc4o3)cc2)cc1,13.0%
COc1cc(NC(=O)c2ccc(-c3ccc(Br)cc3)o2)ccc1NC(=O)c1ccco1,1.0%
N#CC1=C(N)Oc2c(c(=O)[nH]c3ccccc23)C1c1cccs1 (stereo not drawn),11.0%
CC1=C(C(=O)OCc2ccccc2)C(c2ccc(F)cc2)C2=C(CC(c3ccccc3)CC2=O)N1 (stereo not drawn),3.0%
COC(=O)COc1ccc(/C=C2\C(=O)NC(=O)N(c3cc(C)cc(C)c3)C2=O)cc1OC,6.0%
Cc1ccc(N=Cc2ccc(C#N)cc2)cc1F,1.0%
Ic1ccc(N=Cc2ccc(C=Nc3ccc(I)cc3)cc2)cc1,3.0%
CC(C)(C)NC(=O)c1ccc2c3c(onc13)-c1ccccc1C2=O,1.0%
CCOC(=O)c1c(NC(=O)COc2ccc(C)cc2Br)sc(C)c1C,35.0%
O=C1NC(=O)C(=Cc2cccn2-c2ccccc2)C(=O)N1,29.0%
Cc1ccc(C2OC3(C(=O)c4ccccc4C3=O)C(c3ccc(Br)cc3)C23C(=O)c2ccccc2C3=O)cc1 (stereo not drawn),14.0%
COc1ccccc1OCCCCOc1ccccc1Br,18.0%
CC1=NN(c2ccc(C(=O)O)cc2)C(=O)/C1=C/c1ccc(-c2ccccc2F)o1,46.0%
COc1ccccc1Nc1nc(NCc2ccco2)c2ccccc2n1,6.0%
Cc1ccc(/C=C2\SC(=S)N(CCC(=O)Nc3ccc(C(=O)O)cc3)C2=O)cc1,3.0%

Two successive compounds from above, quoted:
SMILES,RNase H inhibition
COc1ccccc1Nc1nc(NCc2ccco2)c2ccccc2n1,6.0%
Cc1ccc(/C=C2\SC(=S)N(CCC(=O)Nc3ccc(C(=O)O)cc3)C2=O)cc1,3.0%

Continuation.
SMILES,RNase H inhibition
O=C(CNC(=O)c1ccc(Cl)cc1)OCC(=O)c1ccccc1,4.0%
Cc1cc(C)nc(SCC(=O)Nc2ccc(F)cc2)n1,20.0%
COc1ccc(CN2C(=O)NC(=O)/C(=C\c3ccc(OC)c(OC)c3)C2=O)cc1,13.0%
Cc1ccccc1C(=O)Nc1ccc(-c2cnc(-c3ccc(NC(=O)c4ccccc4C)cc3)nc2)cc1,5.0%
Nc1ncc(-c2cccs2)s1,10.0%
Cc1c(Cl)cccc1N=Cc1cc(Cl)cc(Cl)c1O,7.0%
COc1ccc(C)cc1NC(=O)COc1ccc(Br)cc1C,25.0%
CC(C)(C)c1cc(C(C)(C)C)c(NC(=O)Cc2ccccc2)c(C(C)(C)C)c1,18.0%
Cc1csc(NC(=O)C2CCCCC2C(=O)O)n1 (stereo not drawn),0.0%
O=C(Nc1cccnc1)c1cc([N+](=O)[O-])cc([N+](=O)[O-])c1,0.0%
CCCCOc1cccc(C(=O)Nc2ccc(NC(=O)c3ccc(Cl)cc3Cl)cc2)c1,14.0%
COC(=O)CSCc1ccc([N+](=O)[O-])cc1,19.0%
O=C(Nc1cccc(-c2cn3ccccc3n2)c1)c1cccnc1,18.0%
CCc1ccccc1NC1=C(Cl)C(=O)N(c2ccc(C)c(Cl)c2)C1=O,11.0%
CCOc1cc(/C=C2\SC(=O)NC2=O)cc(Cl)c1OCCOc1ccc(C)cc1C,22.0%
O=C(Nc1ccc(-c2nc3ccccc3o2)cc1)c1ccc(Cl)c(Cl)c1,43.0%
Cc1ccc(NC(=S)NC(=O)c2ccccc2)c([N+](=O)[O-])c1,6.0%
CCOc1cc(C(=O)Nc2nc(-c3ccc(C)cc3C)cs2)cc(OCC)c1OCC,4.0%
COc1ccc(C(=O)Nc2ccc3oc(-c4cccc(I)c4)nc3c2)cc1[N+](=O)[O-],0.0%
CCC(C)N=Cc1c(O)n(C)c(=O)n(C)c1=O (stereo not drawn),6.0%

Next section
SMILES,RNase H inhibition
O=[N+]([O-])c1ccc(N/C(=N/S(=O)(=O)c2ccc(Cl)cc2)c2ccccc2)cc1,8.0%
C/C(=N\NC(=O)c1ccc(N(C)C)cc1)c1cccc(N)c1,5.0%
COc1ccc2c(c1OC)C(=O)OC2Nc1ncn[nH]1 (stereo not drawn),0.0%
C=CCc1cccc(/C=N/NC(=O)CSc2nnc(-c3ccccc3)n2-c2ccccc2)c1O,18.0%
CCOC(=O)C1=C(C)N=c2s/c(=C\c3ccc(-c4ccc(C)cc4[N+](=O)[O-])o3)c(=O)n2C1c1ccccc1 (stereo not drawn),0.0%
O=[N+]([O-])c1cccc(Cl)c1C1NN=C(Cc2ccccc2)S1 (stereo not drawn),4.0%
CCOC(=O)c1c(-n2c(C)cc(/C=N/NC(=O)C(O)(c3ccccc3)c3ccccc3)c2C)sc2c1CCCC2,15.0%
O=C(N/N=C\c1ccc(-c2ccc(Cl)c(Cl)c2)o1)C(=O)Nc1cccc2ccccc12,9.0%
CC1CCCN(C(=O)c2sc3cc([N+](=O)[O-])ccc3c2Cl)C1 (stereo not drawn),16.0%
CCCCn1c(=N)n(CC(=O)c2ccc(Cl)cc2)c2ccccc21,19.0%
CCN(CC)C(=O)c1sc(NC(=O)c2cc(-c3ccc(C)cc3)nc3ccccc23)c(C(=O)OC)c1C,8.0%
COc1ccccc1OCCNc1nc2c(c(=O)n(C)c(=O)n2C)n1C,1.0%
CCCCOc1cccc(C(=O)Nc2cccc(NC(=O)c3ccccc3Cl)c2)c1,28.0%
Cc1ccc(C)c(-c2c(C#N)c(N)nc3c2CCCCC3)c1,4.0%
Cc1ccc(-c2cc(C(=O)N3CCN(C)CC3)c3ccccc3n2)cc1C,14.0%
COc1ccc(/C=C2\SC(=O)N(c3c(C)n(C)n(-c4ccccc4)c3=O)C2=O)cc1OC,5.0%
Cc1c(Cl)cccc1NC(=O)/C=C/c1ccccc1Cl,23.0%
Ic1ccccc1OCCCCOc1cccc2cccnc12,27.0%
O=C(Nc1nccs1)C(c1ccccc1)c1ccccc1,10.0%
COc1ccccc1N1C(=O)C2C3C=CC(CC3)C2C1=O (stereo not drawn),6.0%
O=C1CC(N=Cc2cccc(O)c2)=NN1c1ccccc1,25.0%
O=C(CCCOc1ccc(Cl)cc1Cl)Nc1nc(-c2ccc([N+](=O)[O-])cc2)cs1,0.0%

Some of the entries above in another layout.
Structure: CCOC(=O)c1c(-n2c(C)cc(/C=N/NC(=O)C(O)(c3ccccc3)c3ccccc3)c2C)sc2c1CCCC2
  RNase H inhibition = 15.0%

Structure: O=C(N/N=C\c1ccc(-c2ccc(Cl)c(Cl)c2)o1)C(=O)Nc1cccc2ccccc12
  RNase H inhibition = 9.0%
